Bioassay records deposited in PubChem BioAssay by Johns Hopkins Ion Channel Center.
Kir21 inh – inhibitors of mouse Kir2.1 inward-rectifier potassium channel. AID 1672. actives 0.85% (n = 310,000). B-score at 10 µM. HEK293-Kir2.1, FluxOR thallium flux fluorescence; active compounds read low;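 active = fluorescence ratio B-score at or below minus 3 SD of library scores, with starting-brightness B-score within 2 SD, cut at about -4.2 in these data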;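 also: channel flux triggered by added potassium and thallium sulfate stimulus; B-score of peak minus minimum fluorescence over baseline after thallium stimulus; more negative B-score means stronger Kir2.1 block with less thallium influx; some compounds called inactive have numbers as strong as hits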
KCNQ2 inh – KCNQ2 potassium channel inhibitors, primary screen, cell-based, CHO-K1, FluxOR thallium flux, B-score (AID 2156) | 20 min; active compounds read low | O88943 | actives 1.1% (n = 310,000) | B-score at 10 µM;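 active = fluorescence ratio B-score at most minus 3 library SDs, with starting brightness B-score within 2 library SDs, cut at about -5.5 in these data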
Target sequence (O88943 whole entry, looked up): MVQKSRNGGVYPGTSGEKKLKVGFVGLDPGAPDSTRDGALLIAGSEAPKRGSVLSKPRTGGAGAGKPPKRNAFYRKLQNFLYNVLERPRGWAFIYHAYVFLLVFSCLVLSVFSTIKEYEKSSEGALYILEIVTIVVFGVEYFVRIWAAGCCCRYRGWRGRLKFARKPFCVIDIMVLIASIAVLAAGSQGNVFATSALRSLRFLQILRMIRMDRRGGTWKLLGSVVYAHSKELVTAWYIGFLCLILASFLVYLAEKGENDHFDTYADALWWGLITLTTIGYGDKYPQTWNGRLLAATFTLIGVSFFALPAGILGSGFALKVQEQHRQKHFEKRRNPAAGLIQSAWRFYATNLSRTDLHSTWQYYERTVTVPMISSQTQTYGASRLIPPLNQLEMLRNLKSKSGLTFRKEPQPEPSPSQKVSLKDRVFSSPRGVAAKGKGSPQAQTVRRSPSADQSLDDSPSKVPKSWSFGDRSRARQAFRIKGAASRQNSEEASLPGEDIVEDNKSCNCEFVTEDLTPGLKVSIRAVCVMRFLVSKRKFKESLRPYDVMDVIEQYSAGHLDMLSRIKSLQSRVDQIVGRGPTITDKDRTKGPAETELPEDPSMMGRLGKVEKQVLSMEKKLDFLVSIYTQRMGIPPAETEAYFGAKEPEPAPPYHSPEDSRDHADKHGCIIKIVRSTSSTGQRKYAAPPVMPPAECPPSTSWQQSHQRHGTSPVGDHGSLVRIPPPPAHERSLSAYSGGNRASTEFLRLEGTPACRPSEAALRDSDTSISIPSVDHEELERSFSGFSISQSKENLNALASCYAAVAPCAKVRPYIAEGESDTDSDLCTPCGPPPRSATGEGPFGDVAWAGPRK
Numbers without * were called inactive; i = inactive.

SMILES	Kir21 inh	KCNQ2 inh
CCOC(=O)c1c(NC(=O)C(F)(OC)C(F)(F)F)sc(C(=O)N2CCCCC2)c1C (stereo not drawn)	2.54	i
CCCS(=O)(=O)N1CCC(C(=O)Oc2ccc(OC)cc2)CC1	0.35	i
CN(C)/C=N/c1ncc(C(=O)c2ccc(-c3ccccc3)cc2)s1	-0.45	i
Cc1ccc(NC(=O)CNc2ccc(OC(C)C)cc2)c(C)c1	0.36	i
CCOC(=O)N/N=C/c1cccc(Cl)c1Cl	0.99	i
Nc1nc(-c2ccccc2)nc2sc3c(c12)CCCC3	0.93	i
COc1ccc(OC)c(/C=N/N=C2\SCC(=O)N2Cc2ccco2)c1	-0.03	i
CN(C)S(=O)(=O)c1ccc(N2CCCC2)c(C(=O)NC2CCC(O)CC2)c1 (stereo not drawn)	0.02	i
CC(C)(C)NC(=O)/C=C/c1cccc(C(F)(F)F)c1	-0.28	i
CC1CCC(NC(=O)c2cnccn2)CC1 (stereo not drawn)	0.41	i
C=CCN1C(c2ccc(Br)cc2)=CS/C1=C(/C#N)c1nnc(N2CCOCC2)n1-c1ccccc1	-0.02	i
Cc1ccc(-c2noc(CN3CCN(C(c4ccccc4)c4ccccc4)CC3)n2)cc1	0.92	i
CN(Cc1ccc(OCC(O)CN(C)Cc2ccccc2)cc1)Cc1nccn1C (stereo not drawn)	-1.59	i
O=C(NCC1OCCc2ccccc21)c1ccc(NC(=O)c2ccccc2Cl)cc1 (stereo not drawn)	0.94	i
O=C(NN1C(=O)C2C3C=CC(C3)C2C1=O)c1ccncc1 (stereo not drawn)	1.35	i
O=C(OCC(=O)N1CCc2ccccc21)c1ccccn1	0.71	i
CC(C#N)Sc1nnc(Nc2ccccc2)s1 (stereo not drawn)	1.17	i
COc1ccc(N=c2cc(-c3ccc(O)cc3)oc3ccccc23)cc1	1.11	i
COc1ccc(-c2nnc3ccc(SC)nn23)cc1	-0.89	i
CCOc1cc(C(=O)NCC(=O)N/N=C/c2sccc2C)cc(OCC)c1OCC	0.05	i
O=C(O)CC1SC(=Nc2cccc(O)c2)NC1=O (stereo not drawn)	1.86	i
COc1cccc2c(=O)cc(C)n(CC(=O)Nc3ccc(Br)cc3)c12	-0.07	i
CCNc1ccc(S(=O)(=O)NCCN(C)C)cc1[N+](=O)[O-]	0.34	i
CC(C)C[C@H](NC(=O)OC(C)(C)C)C(=O)NCC1CCC(C(=O)N[C@@H](Cc2ccccc2)C(=O)O)CC1 (stereo partly drawn)	1.13	i
CC(C)CCc1noc(CN(CC2CCC2)CC2CCCO2)n1 (stereo not drawn)	0.85	i
COc1cccc(NC(=O)Nc2ccc3c(c2)N(C)C(=O)CS3)c1	-0.19	i
COc1ccc(-c2nnc(NC(=O)C3=COCCO3)o2)cc1	-0.72	i
Cc1noc(C)c1CSc1ncnc2sc3c(c12)CCC3	0.44	i
CC(=O)Nc1ccc(NC(=O)Cn2c(=O)n(-c3ccc(F)cc3)c(=O)c3oc4ccccc4c32)cc1	1.37	i
CCCCOc1ccc(CSC2=NCCN2)cc1[N+](=O)[O-]	-4.63	i
S=C1NCN(C2CCCCC2)CN1c1ccccc1	-1.64	i
COc1cc(CNCc2ccncc2)cc(Br)c1OCc1ccccc1F	-2.86	i
CCC1(C)Cc2c(sc3nc(SC)nc(N)c23)CO1 (stereo not drawn)	1.34	i
CC(=O)/C=C/c1ccccc1Oc1c(F)c(F)nc(F)c1F	-1.11	i
CCOC(=O)CSc1nnc(Cc2ccccc2)n1-c1cccc(Cl)c1	-8.81	i
N#Cc1cccc(-n2nnnc2-c2ccccn2)c1	0.91	i
Cc1ccc(N=C(NO)c2nonc2N)c(C)c1	0.06	i
Cc1nccn1CCCNC(=O)CC1C(=O)NCCN1Cc1ccc(Cl)c(F)c1 (stereo not drawn)	-0.95	i
CCCN1CNC(=S)N(c2cccc(C)c2)C1	-0.01	i
O=S1(=O)[C@H]2C[C@@H]3C=C[C@@]2(CN1Cc1cccc(F)c1)O3	-1.93	i
CCOc1ccc(CN2CCNC(=O)C2CC(=O)O)cc1 (stereo not drawn)	1.38	i
O=C(Cn1c(=O)c2cccn2c2ccccc21)NCCc1ccccc1	-0.35	i
O=C(Oc1ccccc1C(=O)N1CCOCC1)c1ccccc1	-0.13	i
O=C(Cc1ccccc1)Nc1ccc(NC(=O)c2ccccc2)nc1	0.36	i
CN(C)C(=O)[C@H]1C[C@H]1[C@@H](O)[C@H](CO)NC(=O)[C@H](Cc1ccccc1)NC(=O)OC(C)(C)C	-0.17	i
CCN(CC)C(=S)Nc1ccc(Cl)c(Cl)c1	0.15	i
S=C(NCCC(c1ccccc1)c1ccccc1)Nc1ccccc1Cl	-0.91	i
O=C(OCc1nc2ccc(Cl)cc2n1CCO)c1ccc2c(c1)OCO2	1.14	i

Entries shown so far that contain an aryl thioether with sulfur outside any ring:
SMILES	Kir21 inh	KCNQ2 inh
CC(C#N)Sc1nnc(Nc2ccccc2)s1 (stereo not drawn)	1.17	i
COc1ccc(-c2nnc3ccc(SC)nn23)cc1	-0.89	i
Cc1noc(C)c1CSc1ncnc2sc3c(c12)CCC3	0.44	i
CCC1(C)Cc2c(sc3nc(SC)nc(N)c23)CO1 (stereo not drawn)	1.34	i
CCOC(=O)CSc1nnc(Cc2ccccc2)n1-c1cccc(Cl)c1	-8.81	i

Remaining list, next part:
SMILES	Kir21 inh	KCNQ2 inh
CCOc1ccc(C(CC(=O)O)NC(=O)C23CC4CC(CC(C4)C2)C3)cc1 (stereo not drawn)	0.79	i
CCCC1O[C@@H]2CC3C4CCC5=CC(=O)C=C[C@]5(C)C4C(OC(C)=O)C[C@]3(C)[C@]2(C(=O)COC(C)=O)O1 (stereo partly drawn)	0.17	i
COC(=O)C(CCSC)NC(=O)CNS(=O)(=O)c1ccc(Br)cc1 (stereo not drawn)	0.24	i
CCn1c(SCC(=O)Nc2nc(C)c(C)s2)nnc1-c1cccs1	-1.08	i
CCOc1ccccc1C(C(=O)NC1CCCCC1)N(C(=O)c1csnn1)C1CC1 (stereo not drawn)	1.39	i
CCCn1c(C(O)c2ccc(OCC)cc2)nc2ccccc21 (stereo not drawn)	-1.41	i
O=C(CSc1ccc2nnc(-c3ccc(F)cc3)n2n1)NCC1CCCO1 (stereo not drawn)	0.54	i
Cc1c(C#N)c(=O)oc2ccc3ccccc3c12	1.55	i
Cc1ccc(N(CC2CO2)S(=O)(=O)c2ccccc2[N+](=O)[O-])cc1 (stereo not drawn)	-2.73	i
Oc1ccc(-c2csc(-c3cccnc3)n2)cc1O	0.2	i
COc1ccc(N(CCC(=O)O)S(=O)(=O)c2ccc(C)c(C)c2)cc1	0.96	i
CNCC(O)Cn1c2c(c3ccccc31)CCCC2 (stereo not drawn)	0.86	i
COCCCNC(=O)CCc1c(C)c2cc3c(C)coc3cc2oc1=O	-0.36	i
O=C(Cc1ccccc1)NCC(=O)OCc1ccc([N+](=O)[O-])cc1	-1.5	i
COc1cccc2cc(-c3ccnc(N)n3)oc12	0.9	i
O=C1c2ccccc2-c2cccnc21	-0.47	i
Cc1cc(NC(=O)c2ccc(F)cc2F)n(-c2nc3ccccc3[nH]2)n1	0.52	i
CC(C)Oc1ccc(C(CC(=O)O)NC(=O)c2cccs2)cc1 (stereo not drawn)	0.11	i
O=C(O)C1CCCCC1C(=O)NCc1ccncc1 (stereo not drawn)	-0.15	i
Clc1ccccc1CNc1nc2ccccc2n2cnnc12	0.01	i
O=C(Nc1ccc(NC(=O)C23CC4CC(CC(C4)C2)C3)cc1)c1cc(F)c(F)cc1Cl	-0.4	i
Cc1cc(-c2ccccc2)c2c3c(cn2n1)c(=O)n(C)c(=O)n3C	1.77	i
O=C(CCSc1ccccc1)N1CCN(c2ccccc2F)CC1	1.59	i
CCC(=O)Nc1ccc(C(=O)N/N=C/c2c(C)[nH]c3ccccc23)cc1	-0.59	i
COc1cccc(OCC(=O)NNC(=O)C(=O)N2CCCC2)c1	1.67	i
O=C1OC2(O)C3C4C=CC(C4)C3C(=O)N2c2ccccc21 (stereo not drawn)	0.5	i
Clc1ncccc1-c1nnn(-c2ccccc2)n1	-0.62	i
COc1ccccc1NC(=O)Oc1ccc(C(C)=O)cc1	0.12	i
Cc1cc2ccccc2n1CCNC(=O)C(C)Oc1ccccc1 (stereo not drawn)	-1.92	i
CC(=O)c1sc(Nc2nc(C)cc(C)n2)nc1C	1.01	i
COc1cccc(NC(=O)c2cc3ccccc3oc2=O)c1	-0.21	i
CCCN(CCC)C(=O)Nc1ccc(F)cc1F	-0.54	i
CC(c1ccccc1)N1C(=O)/C(=C/c2ccncc2)SC1=S (stereo not drawn)	0.45	i
O=C1c2cccc3c(Nc4ccccc4Cl)c([N+](=O)[O-])cc(c23)C(=O)N1CCO	-0.89	i
O=C(NC(=S)NC1C2CC3CC(C2)CC1C3)c1ccccc1 (stereo not drawn)	-0.52	i
COc1ccc(-c2nc(NC(=O)Cn3ccc(C(F)(F)F)n3)sc2C)cc1	-0.66	i
Cc1ccc(C(=O)OC2CCN(c3ccc([N+](=O)[O-])cc3)CC2)cc1	0.19	i
CNC(=O)/C(=C\c1ccco1)NC(=O)c1ccco1	2.53	i
O=C(O)c1cc(Cl)c(Cl)cc1C(=O)Nc1cccnc1	-0.03	i
CC1=C(C(=O)Nc2ccccc2C)C(c2ccc(C)o2)n2c(s/c(=C/c3ccccc3)c2=O)=N1 (stereo not drawn)	0.58	i
CCS(=O)(=O)Nc1cc(-c2nc3cccnc3s2)ccc1C	1.98	i
CC(=O)N1N=C(c2cccc(Cl)c2)OC1c1cccc([N+](=O)[O-])c1 (stereo not drawn)	1.99	i
O=C(Nc1sc2c(c1C(=O)O)CCCCC2)c1ccccc1	1.19	i
Cc1sc(N)nc1-c1cccs1	-0.87	i
Cc1cc(S(=O)(=O)c2cc3ccc(O)c(C)c3oc2=O)ccc1F	-1.3	i
COc1ccccc1NC(=O)C1=C(C)NC(SCC(=O)Nc2ccc(C(=O)O)cc2)=C(C#N)C1c1cccs1 (stereo not drawn)	-1.14	i
Nc1nonc1-n1nnc(C(=O)N/N=C/c2cc(Br)ccc2O)c1CNc1ccccc1	-1.39	i
S=C(NN=C(C1CC1)C1CC1)Nc1ccccc1	0.02	i
O=C(Nc1cccc(Oc2c(F)c(F)c(F)c(F)c2F)c1)N1C[C@@H]2C[C@@H](C1)c1cccc(=O)n1C2	-0.03	i
Cc1nn(CC(=O)N2c3ccccc3NC(=O)C2(C)C)c(C)c1[N+](=O)[O-]	1.15	i
COC(=O)c1cc(-c2ccc(OC)c(OC)c2)n[nH]1	-1.43	i
CC(OC(=O)C1=Cc2ccccc2OC1)C(=O)NC(C)(C)C (stereo not drawn)	-0.46	i
Cc1cc(NC(=O)COc2ccc(C)c(C)c2)no1	0.5	i
COc1ccc(N2C(=O)CC(N3CCN(c4ccc(S(C)(=O)=O)cc4)CC3)C2=O)cc1 (stereo not drawn)	-1.49	i
COCCn1c(SCC(=O)N2CCCC2)nnc1-c1ccco1	1.2	i
O=C(c1ccc2nc[nH]c2c1)N1CCN(c2cccc(Cl)c2)CC1	0.01	i
N#Cc1c(Cl)cccc1N1CCC(C(N)=O)CC1	1.02	i
Cc1ccc(C)c(NC(=O)c2cc(-c3cc(C)cc(C)c3O)n[nH]2)c1	3.06	i
COc1ccc(OC)c(C2C3=C(N=c4s/c(=C\c5cccc(O)c5)c(=O)n42)c2ccccc2CC3)c1 (stereo not drawn)	0.06	i
COc1cccc(NC(=O)c2cc3ccccc3cc2OC)c1	0.02	i

Single records, as listed above. Screens in order: Kir21 inh, KCNQ2 inh
Record of COC(=O)c1cc(-c2ccc(OC)c(OC)c2)n[nH]1 : -1.43, i
Record of O=C(c1ccc2nc[nH]c2c1)N1CCN(c2cccc(Cl)c2)CC1 : 0.01, i
Record of Cc1cc(NC(=O)COc2ccc(C)c(C)c2)no1 : 0.5, i
Record of COc1ccc(N2C(=O)CC(N3CCN(c4ccc(S(C)(=O)=O)cc4)CC3)C2=O)cc1 (stereo not drawn) : -1.49, i
Record of N#Cc1c(Cl)cccc1N1CCC(C(N)=O)CC1 : 1.02, i

Carrying on.
SMILES	Kir21 inh	KCNQ2 inh
CC(=O)NC12CC3CC(C1)CC(C(=O)Nc1nc4c(C)cccc4s1)(C3)C2	0.13	i
CCc1noc(C)c1C(=O)NCCN1C(=O)S/C(=C\c2ccc(OC)cc2)C1=O	-0.25	i
O=C(COC(=O)C1=COCCO1)Nc1ccc(F)cc1	-0.3	i
Cc1ccc(NC(=O)NCCN2CCN(c3ccccc3)CC2)cc1Cl	-1.15	i
Cc1cccc(NC(=O)CN(C)S(=O)(=O)c2cnc[nH]2)c1	-0.48	i
FC(F)(F)c1cccc(-n2cccc2/C=N/n2cnnc2)c1	0.17	i
COc1ccc(C)cc1NC(=O)C(Sc1ccccc1)c1ccccc1 (stereo not drawn)	0.04	i
O=C1C(=O)c2c(C(=O)c3ccccc3)coc2-c2ccccc21	2.24	i
COC(=O)CC1Nc2ccccc2SC1=O (stereo not drawn)	0.84	i
COc1cc(NC(=S)N2CCN(C(=O)c3ccco3)CC2)c(OC)cc1Cl	-4.02	i
c1ccc(CNc2ncnc3scc(-c4cccs4)c23)nc1	-0.2	i
Cc1ccc(NC(=O)c2cc(CC(C)C)nc3ccccc23)cc1	-2.09	i
Cc1cccc(C(=O)N/N=C/c2ccc(OC3CSC3)cc2)c1	0.66	i
COCCn1c(SCC(=O)Nc2cccc(C)n2)nnc1-c1ccco1	0.07	i
